KCNQ2 inh = KCNQ2 potassium channel inhibitors, primary screen, cell-based, CHO-K1, FluxOR thallium flux, B-score (AID 2156); O88943; 20 min; hits give low values; B-score at 10 µM; 310,000 compounds, 1.1% hits;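 active means fluorescence ratio B-score at most minus 3 library SDs, with starting brightness B-score within 2 library SDs, cut at about -5.5 in these data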
Target sequence (O88943 whole entry, looked up): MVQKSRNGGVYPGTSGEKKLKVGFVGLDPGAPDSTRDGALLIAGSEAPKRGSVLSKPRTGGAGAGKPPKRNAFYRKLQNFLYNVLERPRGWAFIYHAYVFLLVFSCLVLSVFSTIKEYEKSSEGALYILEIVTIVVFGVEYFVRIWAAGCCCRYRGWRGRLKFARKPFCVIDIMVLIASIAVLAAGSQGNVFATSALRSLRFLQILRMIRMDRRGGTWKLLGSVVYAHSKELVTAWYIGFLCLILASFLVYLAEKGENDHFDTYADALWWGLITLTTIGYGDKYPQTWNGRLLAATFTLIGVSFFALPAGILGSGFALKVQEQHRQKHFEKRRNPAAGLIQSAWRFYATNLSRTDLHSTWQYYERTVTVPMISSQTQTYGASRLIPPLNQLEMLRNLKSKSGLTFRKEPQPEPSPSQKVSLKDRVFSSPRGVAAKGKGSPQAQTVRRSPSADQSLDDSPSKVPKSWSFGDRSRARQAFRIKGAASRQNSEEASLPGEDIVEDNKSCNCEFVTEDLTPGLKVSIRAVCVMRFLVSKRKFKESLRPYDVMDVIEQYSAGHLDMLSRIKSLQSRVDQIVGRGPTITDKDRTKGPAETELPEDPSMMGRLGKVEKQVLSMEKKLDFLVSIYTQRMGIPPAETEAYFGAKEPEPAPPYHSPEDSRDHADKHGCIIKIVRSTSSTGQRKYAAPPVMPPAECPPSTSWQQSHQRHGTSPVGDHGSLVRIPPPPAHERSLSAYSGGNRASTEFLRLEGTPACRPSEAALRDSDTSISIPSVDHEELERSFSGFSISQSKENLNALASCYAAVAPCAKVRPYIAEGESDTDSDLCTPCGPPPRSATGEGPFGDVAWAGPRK
OX1R FRET antag = OX1R (human) antagonism; O43613; OX1R-expressing cells, FRET antagonist read-out; inhibition, % at 6.6 µM; 330,000 compounds, 1.8% hits; AID 485270; in the data active means inhibition mostly above about 38%, no sharp cut-off; inactive means mostly below about 40%;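 further: 0% = agonist challenge alone and 100% = reference antagonist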
STK33 inh = blocks human STK33 kinase activity; Q9BYT3; purified STK33, MBP phosphorylation, ADP-Glo luminescence; inhibition, % at 10 µM; 320,000 compounds, 0.073% hits; AID 2661;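 active means inhibition at or above 25%, using the most active replicate where run in duplicate; inactive means inhibition below 25%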
* = called active by the depositor; i = inactive; · = not tested or not shown.

SMILES | KCNQ2 inh | OX1R FRET antag | STK33 inh
Nc1nonc1C(=O)OCC(=O)N1CCCCC1 | i | 12 | -4.1
Oc1c(CN2CCCC(C(F)(F)F)C2)cc(Cl)c2ccccc12 (stereo not drawn) | i | 17 | -0.3
COc1cccc(C2CC(c3cccs3)=NN2C(=O)CSC2=NN3CCCC(=O)N=C3S2)c1OC (stereo not drawn) | i | 6 | 0.1
O=C(Nc1ccc(CN2CCCCC2)cc1)c1cccc(F)c1 | i | -13 | 3.3
Cc1ccc(NC(=O)COC(=O)CCc2c(C)nc3nc(N)nn3c2C)cc1C | · | 0 | -1.0
O=[N+]([O-])c1ccc(S(=O)(=O)NCC(c2cccnc2)N2CCc3ccccc32)cc1 (stereo not drawn) | i | 20 | -0.4
CCOc1ccc(CN2CCN(CC(O)Cn3c4ccccc4c4ccccc43)CC2)cc1 (stereo not drawn) | i | -2 | 0.0
COc1ccccc1Nc1ncccc1C(=O)NCc1ccccc1 | i | 75* | -2.6
O=C(CSc1nncs1)NNC(=O)c1ccco1 | · | 2 | 0.6
O=C(OCCN=C1NS(=O)(=O)c2ccccc21)c1ccccc1F | i | 9 | 0.1
Cc1c(NS(=O)(=O)c2ccc(Br)cc2)c(=O)n(-c2ccccc2)n1C | i | 16 | -1.2
Cc1cc(C)n(-c2nncn2NC(=O)c2ccc(Cl)cc2O)n1 | i | 12 | -0.8
Fc1ccc(Oc2ncccn2)c(F)c1 | i | 7 | ·
O=C(NCCCCNC(=O)c1ccccn1)c1ccccn1 | i | 2 | -0.4
O=C(CSc1ccsc1[N+](=O)[O-])N1CCCCC1 | i | 48 | -0.1
CCOC(=O)C1CCCN(C(=O)c2cc3c(=O)n4ccccc4nc3s2)C1 (stereo not drawn) | i | 15 | -0.9
Cc1ccc(S(=O)(=O)N2CCC(C(=O)OCC(=O)N3CCCCC3C)CC2)cc1C (stereo not drawn) | i | 11 | -0.6
Cc1ccc(Nc2c3c(nc4ncnn24)CC(C)CC3)cc1 (stereo not drawn) | i | 13 | 0.4
CC(C)CC1(C(=O)NCc2ccccn2)C=CCN1C(=O)c1ccccc1 (stereo not drawn) | i | 22 | -1.0
CS(=O)(=O)N1CCC(C(=O)NCCN2CCN(Cc3ccccc3)CC2)CC1 | i | 6 | -0.6
CC(=O)Nc1ccc(NC(=O)CSc2ccc(C)cc2)cc1 | i | 8 | 0.1
CCCCc1nc(NCCO)c(C#N)c2c1CCCC2 | i | 15 | 12
Cc1ccc(SCC(=O)Nc2oc(C)c3c(C)n[nH]c(=O)c23)cc1C | · | 12 | -1.5
O=C(O)c1ccc(S(=O)(=O)N2CCCC2)cc1 | i | 6 | -0.6
CCS(=O)(=O)N1CCC(C(=O)Nc2ccc3c(c2)CCC3)CC1 | i | 5 | -0.5

New compounds follow
SMILES | KCNQ2 inh | OX1R FRET antag | STK33 inh
CCOc1ccc(N(Cc2cc3ccc(C)cc3[nH]c2=O)C(=O)COC)cc1 | i | 8 | 0.0
Cc1nn(CC(=O)NCc2cccnc2)c(C)c1[N+](=O)[O-] | i | 23 | -1.4
CCOC(=O)C1=NN(c2ccccc2)C2=NC(C)=C(C(=O)OC)C(c3cccs3)N12 (stereo not drawn) | i | 10 | -0.8
Cc1ccnc(Nc2nc(-c3ccc(O)c(O)c3)cs2)c1 | i | 10 | 10.0
COC(=O)C1=C(C)NC(=S)NC1c1sccc1C (stereo not drawn) | i | 9 | -0.2
Cc1sc2nc3c4ccccc4c(NCc4ccco4)nn3c(=O)c2c1C | · | 14 | 3.2
CCOC(=O)N1CCC(Nc2c(NCCCN3CCN(CC)CC3)c(=O)c2=O)CC1 | i | 14 | -2.3
O=C(O)C(Cc1c[nH]c2ccccc12)N1C(=O)C2C3c4ccccc4C(c4ccccc43)[C@@H]2C1=O (stereo partly drawn) | i | 7 | -1.6
CSCCC(NC(C)=O)C(=O)OCC(=O)N(c1ccccc1)c1ccccc1 (stereo not drawn) | i | 0 | 0.3
CCOc1ccc(C2CC(=O)N(Nc3ccc([N+](=O)[O-])cc3[N+](=O)[O-])C2=O)cc1 (stereo not drawn) | i | 6 | -0.3
CC(=O)c1c(N2CCN(c3ccccn3)CC2)nc(=S)n(-c2ccccc2)c1C | i | -2 | -1.0
CC(C)(C)OC(=O)C[C@@H]1C/C=C\C[C@@H](CC(=O)N[C@@H](CO)Cc2ccccc2)C(=O)N2CCC[C@H]2COC1=O | · | 16 | -0.2
N#Cc1c(SCC(N)=O)nsc1SCc1ccc(Cl)cc1 | i | 6 | -0.2
Cc1sc2nc(SC(C)C)nc(N)c2c1C | i | 9 | -0.9
CC1CC(C)CN(S(=O)(=O)c2cc3c4c(c2)CCN4C(=O)CC3)C1 (stereo not drawn) | i | 14 | 0.5
CCc1ccc[n+](-c2[nH]c(=O)sc2/C=N/N=C(\[O-])c2ccncc2)c1 | i | 40* | 0.5
CCOC(=O)c1c(C)nn(-c2ccc(NC(=O)c3cccs3)cc2)c1C | i | 41 | -0.4
O=C(CCc1ccncc1)NC1CCCc2c1cnn2-c1cc(F)cc(F)c1 (stereo not drawn) | i | 16 | -0.7
COC(=O)c1ccccc1N1C(=O)[C@@H]2C(c3ccc(F)cc3)=NO[C@@H]2C1=O | i | 7 | -1.4
CC(OC(=O)CCc1nc2ccccc2c(=O)[nH]1)C(=O)c1ccc(C(C)(C)C)cc1 (stereo not drawn) | i | 29 | 0.4
Nc1n[nH]c(-c2ccc([N+](=O)[O-])cc2[N+](=O)[O-])n1 | i | 67* | -0.7
COc1ccc2nc(SCC(=O)Nc3ccc4[nH]c(=O)[nH]c4c3)[nH]c2c1 | · | 7 | 0.9
COc1ccc(S(=O)(=O)N2Cc3ccccc3CC2C(=O)N2CCOCC2)cc1 (stereo not drawn) | i | 6 | -1.6
CCN(c1ccc(OC)cc1)S(=O)(=O)c1nnc(NC(=O)C(C)C)s1 | i | · | -1.2
O=[N+]([O-])c1ccc(NC(=S)N2CCN(c3ccccn3)CC2)cc1 | i | 7 | -0.6

New compounds follow.
SMILES | KCNQ2 inh | OX1R FRET antag | STK33 inh
CN(C)CCCNC(=O)c1ccc(-c2cc(O)c3ncccc3c2)cc1 | · | 23 | 1.0
CC(=O)N1N=C(c2ccccc2O)OC1(C)CC(=O)Nc1ccccc1 (stereo not drawn) | i | 11 | ·
COC(=O)C1CN(C(=O)C(C)Oc2ccc(C(C)C)cc2)c2ccccc2O1 (stereo not drawn) | i | -12 | 1.1
CCOC(=O)C1C(c2ccccc2)N(C)OC1(O)C(F)(F)F (stereo not drawn) | i | 11 | -0.4
NC(=O)c1cc(NC(=O)COC(=O)CCCN2C(=O)c3cccc4cccc(c34)C2=O)cc(C(N)=O)c1 | · | 17 | 1.3
CC1(C)Cc2c(sc3c2c2ncnn2c2nnc(SCC(=O)NCc4ccco4)n32)CO1 | i | 19 | -0.8
CNc1nc2c(c(=O)[nH]c(=O)n2C)n1CCCc1ccccc1 | i | 14 | -2.4
Cc1ccc(C(=O)N(CC(=O)NC2CCCC2)c2cccc(F)c2)s1 | i | 16 | 0.3
CCC1CCc2sc(C(=O)NCC(c3ccc(OC)cc3)N3CCCC3)cc2C1 (stereo not drawn) | i | 21 | -0.8
CC(C)CC1Nc2ncnc(N3CCN(c4ccccc4)CC3)c2N(Cc2ccc(Br)cc2)C1=O (stereo not drawn) | i | 11 | -1.5
O=C(/C=C/Nc1ccc(Br)cc1F)c1ccccc1 | i | 10 | -2.2
CC(=O)n1cc(/C=N/NC(=O)c2cccc(O)c2)c2ccccc21 | i | 2 | 6.4
COc1cc(OC)c(C(=O)OCC(=O)Nc2ccccc2Cl)cc1OC | i | 11 | -2.4
CSCc1cc(N2CCOCC2)nc(SCc2ccc(Cl)cc2Cl)n1 | i | 11 | -2.5
O=c1c2c3c(sc2ncn1/N=C/c1ccc([N+](=O)[O-])o1)CCCC3 | i | 8 | -1.1
Cc1ccc(CNC(=O)[C@]2(C)CCC[C@@]3(C)C4CC[C@@]5(C)C[C@]4(CCC32)CC5=O)cc1 (stereo partly drawn) | · | 13 | -0.6
CCCCOCCCNC(=O)C1c2ccccc2Oc2ccccc21 | i | 16 | -0.5
CN1CCc2c(sc3c2C(=O)NC(c2ccccc2)N3)C1 (stereo not drawn) | i | 22 | 1.6
Cn1c(-c2sc3cc(C(F)(F)F)cnc3c2-c2ccccc2)n[nH]c1=S | i | 20 | -0.6
c1cc(-c2nnc3sc(C4CCCCC4)nn23)ccn1 | i | 5 | -0.8
CCOc1cc(/C=N\NC(=O)OC(C)(C)C)ccc1OC(=O)c1ccco1 | i | 21 | 0.6
Cc1ccc(S(=O)(=O)CCC(=O)NCc2ccco2)cc1 | i | 29 | -0.7
Cc1ccc(CC2CC(=O)N(c3cc(C)on3)C2=O)cc1 (stereo not drawn) | i | 10 | -1.9
Cn1c(SCc2nn[nH]n2)nc2c1c(=O)n(Cc1ccccc1Cl)c(=O)n2C | i | 4 | 0.0
COC(=O)c1cc(NC(=O)C2CC2)cc(C(=O)OC)c1 | i | 8 | -0.1

Other records
SMILES | KCNQ2 inh | OX1R FRET antag | STK33 inh
O=C(c1ccc(CSc2ccccc2)cc1)N1CCN(c2ccccc2)CC1 | i | 16 | -0.3
CCCNC(=O)C(=O)N/N=C/c1cccs1 | i | 22 | 0.8
CCN(CC)S(=O)(=O)c1csc(C(=O)OCC(=O)c2ccccc2)c1 | i | 10 | -0.7
COc1ccc(CNC(=O)C2CCN(c3cc(C(=O)Nc4cccc(OC)c4)ccn3)CC2)cc1 | i | 17 | 0.3
Cc1nnsc1S(=O)c1ccc(F)cc1 (stereo not drawn) | i | 0 | 0.6
CC(C)C(C(=O)NCC1CCCO1)N(CC1CCCO1)C(=O)CNS(=O)(=O)c1ccccc1 (stereo not drawn) | i | 6 | 1.0
COCCOC(=O)c1c(C)oc2ccc(OCc3ccccc3)cc12 | i | 21 | -1.5
Cc1ccc(Sc2cc(C(=O)NCCCN(C)C)c3ccccc3n2)cc1 | i | -3 | -1.2
COc1ccc(N2C(=O)N3[C@H](c4cccc(C)c4)[C@@H]4C(=O)N(Cc5ccccc5)C(=O)[C@@H]4[C@]3(Cc3ccccc3)C2=O)cc1 | i | 8 | -1.3
CCN(CC)S(=O)(=O)c1ccc2c(c1)oc(=O)n2CC(=O)N(C)C1CCCCC1 | i | 14 | -1.0
COCCCNC(=O)c1cc2c(=O)n3cc(C)ccc3nc2nc1NCC1CCCO1 (stereo not drawn) | i | 105* | -1.0
CCC(C)(C)C1CCc2[nH]nc(C(=O)NC(C)C)c2C1 (stereo not drawn) | · | 25 | -1.0
CCCCOC(=O)C1C2C=CC3(CN(CCc4ccccc4)C(=O)C13)O2 (stereo not drawn) | i | 1 | -1.3
CCCCN(CC(O)COc1cccc(C)c1)CC(O)COc1cccc(C)c1 (stereo not drawn) | i | 8 | -0.4
CC(C)CNC(C)C(=O)Nc1ccc(S(N)(=O)=O)cc1 (stereo not drawn) | i | 3 | -0.7
COc1ccc(OC)c(NC(=O)CSc2nnc(-c3ccco3)n2-c2ccc(C(=O)O)cc2)c1 | i | -7 | -0.8
COc1ccc(-c2csc(NC(=O)c3ccccc3S(C)(=O)=O)n2)cc1 | i | 19 | -2.9
C/C(=N\OCC(=O)NCC(F)(F)F)c1cc2ccccc2o1 | i | 43 | 0.5
O=C(O)CC1SC(N/N=C/c2ccc(Br)cc2)NC1=O (stereo not drawn) | i | 7 | 0.1
Cn1c(C(=O)O)c(CC(=O)NCC2COc3ccccc3O2)c2ccccc21 (stereo not drawn) | i | 16 | -1.0

Reformatted with values under each structure: 16 of the compounds above
Each structure is followed by: KCNQ2 inh | OX1R FRET antag | STK33 inh
- Cc1nnsc1S(=O)c1ccc(F)cc1 (stereo not drawn)
    i | 0 | 0.6
- CC(C)C(C(=O)NCC1CCCO1)N(CC1CCCO1)C(=O)CNS(=O)(=O)c1ccccc1 (stereo not drawn)
    i | 6 | 1.0
- COCCOC(=O)c1c(C)oc2ccc(OCc3ccccc3)cc12
    i | 21 | -1.5
- Cc1ccc(Sc2cc(C(=O)NCCCN(C)C)c3ccccc3n2)cc1
    i | -3 | -1.2
- COc1ccc(N2C(=O)N3[C@H](c4cccc(C)c4)[C@@H]4C(=O)N(Cc5ccccc5)C(=O)[C@@H]4[C@]3(Cc3ccccc3)C2=O)cc1
    i | 8 | -1.3
- CCN(CC)S(=O)(=O)c1ccc2c(c1)oc(=O)n2CC(=O)N(C)C1CCCCC1
    i | 14 | -1.0
- COCCCNC(=O)c1cc2c(=O)n3cc(C)ccc3nc2nc1NCC1CCCO1 (stereo not drawn)
    i | 105* | -1.0
- CCC(C)(C)C1CCc2[nH]nc(C(=O)NC(C)C)c2C1 (stereo not drawn)
    · | 25 | -1.0
- CCCCOC(=O)C1C2C=CC3(CN(CCc4ccccc4)C(=O)C13)O2 (stereo not drawn)
    i | 1 | -1.3
- CCCCN(CC(O)COc1cccc(C)c1)CC(O)COc1cccc(C)c1 (stereo not drawn)
    i | 8 | -0.4
- CC(C)CNC(C)C(=O)Nc1ccc(S(N)(=O)=O)cc1 (stereo not drawn)
    i | 3 | -0.7
- COc1ccc(OC)c(NC(=O)CSc2nnc(-c3ccco3)n2-c2ccc(C(=O)O)cc2)c1
    i | -7 | -0.8
- COc1ccc(-c2csc(NC(=O)c3ccccc3S(C)(=O)=O)n2)cc1
    i | 19 | -2.9
- C/C(=N\OCC(=O)NCC(F)(F)F)c1cc2ccccc2o1
    i | 43 | 0.5
- O=C(O)CC1SC(N/N=C/c2ccc(Br)cc2)NC1=O (stereo not drawn)
    i | 7 | 0.1
- Cn1c(C(=O)O)c(CC(=O)NCC2COc3ccccc3O2)c2ccccc21 (stereo not drawn)
    i | 16 | -1.0

Screening data from PubChem BioAssay.
